Wnt bcat act: Wnt/beta-catenin pathway activation. Wnt/beta-catenin reporter cell assay, activator, plate reader. activation, % at 9.35 µM. 1.2% of 300,000 active. AID 743398; in the data active = activation above about 30%, passing the limit was not always enough;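 also: 0% = neutral control wells and 100% = positive control wells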
V-ATPase pHluor: regulators of yeast V-ATPase proton transport. S. cerevisiae, pHLuorin cytosolic pH fluorescence. response, % at 10 µM. 0.37% of 350,000 active; in the data active = response mostly above about 7.3%, no sharp cut-off; inactive = mostly below about 5.4%; also: actives read high; inactives centre near 0; some compounds called inactive have numbers as strong as hits; reference of the scale not given here
Arr AP2 block: human beta-arrestin and AP2 interaction inhibition | FITC-arrestin peptide / GST-AP2 beads, flow cytometry; AP2 beta2 appendage carries R879A mutation | inhibition, % at 10 µM | 0.31% of 340,000 active | AID 504490;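 active = inhibition above a set limit, near 3 SD of compounds lacking own fluorescence, cut at about 54% in these data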;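 also: plate controls were DMSO wells for no effect and 5 µM unlabelled arrestin peptide for full effect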
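Material – AP2 appendage R879A on GSH beads · Buffer or medium – PBS with 0.05% Tween 20 and 0.1% BSA · Probe or stimulus – fluorescein-tagged arrestin peptide at 50 nM final · Incubation – compound with beads 12 min RT, then probe 1 h RT · Detection – high-throughput flow cytometry of beads, ex 488, em 535 nm · Evaluation – percent response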
Keap1-Nrf2 PPI: disrupts human Keap1 binding to Nrf2 peptide | inhibition, % at 9.4 µM | Q14145 | 0.15% of 340,000 active | Keap1 Kelch-Nrf2 peptide fluorescence polarization, 1536-well; in the data active = inhibition above about 12%;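 also: human Keap1 Kelch domain with fluorescein labeled Nrf2 9mer peptide probe; 0% = neutral control wells and 100% = peptide positive control; higher means more block of Keap1 binding to Nrf2 peptide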
Target sequence (Q14145 whole entry, looked up, the tested form may be a part): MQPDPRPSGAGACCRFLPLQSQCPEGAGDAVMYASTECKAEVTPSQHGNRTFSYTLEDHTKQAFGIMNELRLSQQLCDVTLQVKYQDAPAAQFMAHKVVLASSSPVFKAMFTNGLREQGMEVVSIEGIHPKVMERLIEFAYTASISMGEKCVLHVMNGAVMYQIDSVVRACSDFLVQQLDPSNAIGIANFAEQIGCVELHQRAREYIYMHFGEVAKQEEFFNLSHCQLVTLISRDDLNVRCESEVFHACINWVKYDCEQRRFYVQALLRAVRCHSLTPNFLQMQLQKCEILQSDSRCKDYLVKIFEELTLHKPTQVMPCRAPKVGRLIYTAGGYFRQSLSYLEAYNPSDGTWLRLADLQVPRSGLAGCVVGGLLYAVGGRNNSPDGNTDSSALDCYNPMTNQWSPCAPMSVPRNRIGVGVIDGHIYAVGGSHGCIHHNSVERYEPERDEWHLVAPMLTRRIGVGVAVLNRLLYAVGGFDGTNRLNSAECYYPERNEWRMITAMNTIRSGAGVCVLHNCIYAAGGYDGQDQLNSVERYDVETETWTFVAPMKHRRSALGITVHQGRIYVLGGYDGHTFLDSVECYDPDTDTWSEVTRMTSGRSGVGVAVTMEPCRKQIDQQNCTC
LANA DNA inh: inhibitors of KSHV LANA C-terminal domain DNA binding. MBP-C-LANA/FAM-LBS DNA binding, fluorescence polarization. inhibition, % at 9 µM. 0.078% of 340,000 active. AID 504423;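 active = highest replicate inhibition at or above 60% at 9 µM, even if other replicates fall short; inactive = all replicates below 60% inhibition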;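 also: 0% = neutral control wells and 100% = 4 µM acridine orange control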
DSG3 Ab inh: human desmoglein-3 autoantibody binding inhibition | 0.48% of 310,000 active | P32926 | binding (percent of control), % at 10 µM | DSG3-coupled beads, scFv-anti-DSG3-GFP binding, flow cytometry; hits give low values | AID 588358;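 active = binding more than 3 SD below its plate's average and above zero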;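 also: hits lower antibody fragment binding to DSG3; some compounds called inactive have numbers as strong as hits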
Cardiac RTF inh: cardiac RTF calcium desensitization; P19429+P45379; IANBD-labeled cardiac RTF, Ca2+ fluorescence; inhibition, % at 7.15 µM; 0.12% of 340,000 active;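 active = inhibition above the mean inhibition of all tested compounds plus 3 SD, cut at about 17% in these data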;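 also: assay run at fixed EC70 calcium of 1.6 mM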
OPRM1-OPRD1 ag: agonists of human mu-delta opioid receptor heterodimerization; cells, OPRM1-OPRD1 heterodimerization, luminescence; activation, % at 9.3 µM; 0.3% of 340,000 active; AID 504326; in the data active = activation above about 18%;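 also: 0% = vehicle-treated cells and 100% = reference agonist; values of inactives mirror those of a sister screen read the other way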
MOR-DOR inv ag: mu-delta opioid heterodimer inverse agonism. AID 504357. inhibition, % at 9.3 µM. 0.21% of 340,000 active. cell-based MOR-DOR heterodimer luminescence; in the data active = inhibition above about 22%, passing the limit was not always enough;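 also: 0% = cells with DMSO and 100% = wells without cells with DMSO; values of inactives mirror those of a sister screen read the other way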
cardiac RTF act: increases calcium sensitivity of human cardiac regulated thin filaments; activation, % at 7.2 µM; IANBD-labeled TnC RTF fluorescence at EC20 calcium; 0% EC20 calcium, 100% full calcium; AID 493008; 0.24% of 340,000 active;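 active = activation above the mean over all tested compounds plus 3 SD, cut at about 30% in these data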;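 also: rise in fluorescence read as greater calcium sensitivity of cardiac thin filaments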
* marks the source's active call; other numbers are inactive results; . = not tested or not shown; & = joins results of further samples.

SMILES	Wnt bcat act	V-ATPase pHluor	Arr AP2 block	Keap1-Nrf2 PPI	LANA DNA inh	DSG3 Ab inh	Cardiac RTF inh	OPRM1-OPRD1 ag	MOR-DOR inv ag	cardiac RTF act
CCN1CCN(Cc2ccc(NC(=O)c3ccc(C)c(NC(=O)c4c[nH]c5cc(C(F)(F)F)ccc5c4=O)c3)cc2C(F)(F)F)CC1	-4&-28	1&1	5	-3	0.7	124&106	-9	47*	-286	-1
CCOC(=O)C1=C(CC)Nc2ccccc2N=C1NC(=O)c1cccc(S(=O)(=O)N2CCOCC2)c1	-1	1	15	-3	-1.9	100	4	-3.2	12	0
COc1ccc(-n2nnnc2SCC(=O)Nc2nnc(C)s2)cc1	-1	7	9	0	0.0	103	-5	1.0	-6	2
N#CCSc1nc2ccc(N3CCOCC3)cc2c(=O)n1CCc1ccccc1	.	1	12	-4	-1.0	103	-4	-2.7	14	2
O=C(CCC(=O)Nc1cccc(Cl)c1)N/N=C/c1cc([N+](=O)[O-])ccc1O	-2	-1	-17	-1	-0.1	94	-2	-3.7	21	0
CCCc1nc2oc3c(NCc4ccccn4)ncnc3c2c2c1COC(C)(C)C2	-8	1	1	0	-0.2	100	-4	-3.1	18	5
Cc1cccc(OCc2nnc(SCC(=O)NCCc3ccccc3)o2)c1	-1	1	-2	2	-0.8	96	-3	1.7	-11	2
COc1ccc(C(=O)NCCc2cc3ccc(C)c(C)c3[nH]c2=O)cc1OC	-2	3	6	-1	0.3	85	-6	-1.8	11	3
Nc1ncnc2[nH]c(=S)[nH]c12	-4	4	-18	0	-2.3	97	-8	-1.5	7	3
CCC1CCCCN1CCCNC(=O)CSc1nc2nc(C)c(Cc3ccccc3)c(C)n2n1 (centres undefined)	1	1	27	1	-0.1	96	-1	-1.6	10	-5
O=[N+]([O-])c1ccc(CSc2nnc(Cc3ccccc3)n2-c2ccc(F)cc2)cc1	.	1	-8	-4	-1.6	99	-1	0.2	-1	4
CC(C)(C)C1(C)OC(C(=O)NC2CCCCC2)C(C(=O)NC2CCCCC2)O1 (centres undefined)	-2	0	2	-1	-2.0	111	-1	3.1	-17	-2
CC(C)c1nnc(NC(=O)c2cccc(-n3cnnn3)c2)s1	.	-4	-2	1	1.7	103	-26	-0.6	3	0
COc1ccc(-c2c(C(C)=O)c(C)n(C)c2C)cc1	0	0	-3	-3	-1.1	109	5	-1.8	9	-3
CC(C)OCC1CC(CC(=O)Nc2ccc([N+](=O)[O-])cc2)C(=O)O1 (centres undefined)	0	1	4	-3	1.4	107	-3	-2.2	11	-1
COc1ccc(C(=O)CC(=O)c2ccc(F)cc2)cc1	23	-3	18	.	.	112	.	.	.	.
CCS(=O)CCSC(=N)N (centres undefined)	.	-6	26	2	0.7	91	7	-1.7	9	-1
Nc1c(N(CCC2=CCCCC2)C(=O)CCCOc2ccccc2)c(=O)[nH]c(=O)n1Cc1ccccc1	-3	1	-7	0	1.1	108	-7	7.6	-49	-9
CCC(C)NC(=O)c1ccc(CNS(=O)(=O)c2ccc3c(c2)C(C)(C)C(=O)N3C)cc1 (centres undefined)	-4	6	0	-3	-0.4	102	1	-3.0	17	-4
CSc1ccccc1NC(=O)CN(C)C(=O)COc1cccc2cccnc12	0	-1	-13	-2	-1.5	109	-1	1.0	-4	-6
COc1ccc(-n2cnnc2SCC(=O)N2CCN(c3ccccc3)CC2)cc1	-1	2	26	-2	1.0	106	-8	-1.4	8	5
C=CCN1C(=O)CC(C(=O)NC)SC1=Nc1ccc(C(=O)OCC)cc1 (centres undefined)	.	-2	5	-3	1.6	99	-3	-0.9	5	4
Cc1ccc(S(=O)(=O)c2nc(-c3ccccc3F)oc2N2CC(C)OC(C)C2)cc1 (centres undefined)	0	-2	11	-5	-0.2	.	-5	-2.5	14	5
Cc1ccc(S(=O)(=O)N(Cc2cccc(F)c2)C(=O)N2CCN(C)CC2)cc1	1	-1	-10	5	2.2	98	-12	-2.3	11	0
CCC(C)NS(=O)(=O)c1ccc(NS(C)(=O)=O)cc1 (centres undefined)	.	-4	10	-1	-1.7	109	3	-3.1	13	-1
Cc1c(NC(C)c2ccccc2O)c(=O)n(-c2ccccc2)n1C (centres undefined)	0	2	4	-3	1.4	103	0	-1.2	6	-2
CCOC(=O)C(C)N1C(=O)S/C(=C/c2cc(C)n(-c3ccccn3)c2C)C1=O (centres undefined)	47*	-3	6	-5	0.9	100	-7	0.1	0	7
CCn1c(C)cs/c1=N\C(=S)Nc1ccccc1C	0	1	52	-3	-1.0	98	10	-2.1	11	1
O=C(CN1CCSC1=O)Nc1ccc(N2CCOCC2)cc1	8	-4	-5	-3	1.2	98	-11	-1.4	9	-4
COc1ccccc1Nc1cc(C)nc(Nc2ccccc2OC)n1	-5	8	-14	0	-0.3	104	-7	0.5	-3	-10
O=C(CN1C(=O)c2cccc3cccc1c23)Nc1ccccc1	-1	-2	1	-2	1.8	104	-16	-3.1	16	-3
COc1ccc(C(=O)NC(=S)NCCO)cc1Br	2	-1	-1	-3	1.1	99	2	-4.5	26	2
O=C(Nc1nnc(SCc2ccccc2)s1)C1=COCCO1	-5	-1	5	-6	-2.2	115	-9	-0.7	4	3
CSc1n[nH]c(NC(C)=O)n1	.	1	8	-7	0.1	77	-14	-2.7	15	-2
CCOc1ccc(/C=C/C(=O)N(CC)CC(=O)Nc2ccc3c(c2)OCCO3)cc1OCC	2	4	-11	-7	-3.3	112	-6	-1.4	7	2
COc1cc(NC(=O)Nc2ccccc2)c(OC)cc1NC(=O)CN1CCCCC1	-3	1	6	-2	0.1	106	-11	8.4	-47	0
CC(C(=O)N1CCc2ccccc2C1)N1C(=O)c2ccccc2C1=O (centres undefined)	-2	-1	31	-3	.	115	-7	0.6	-3	18
Cc1cccc(C(=O)Nc2cccc(C(=O)N/N=C/c3ccccn3)c2)c1	-1	-1	-14	-2	1.5	87	-10	-3.7	17	-3
Cc1c(Cl)c([N+](=O)[O-])nn1CCCC(=O)NC1CCCCC1	2	-1	0	0	0.0	104	-7	-1.6	8	1
C/C(=N\NC(=O)c1ccccn1)c1ccc(Cl)cc1	47*	3	29	.	.	94	.	.	.	.
Cc1cc2c(cc1C)C(=O)C(Br)=C(N)C2=O	-4	-2	-11	-2	1.6	96	0	6.0	-31	-9
CNc1nc(-c2ccccn2)nnc1-c1ccccc1	.	-1	5	1	-0.4	111	-3	-3.7	18	-3
CCCCc1cc(=O)oc2cc(OCc3nn[nH]n3)ccc12	-2	18*	16	-6	-0.1	.	-9	-2.3	11	6
COCc1nnc(NC(=O)C2CC(=O)N(CCc3ccc(F)cc3)C2)s1 (centres undefined)	0	2	-1	-6	0.5	115	-2	-0.6	3	1
Cc1ccc(NC(=O)c2cc3ccccc3oc2=O)cc1S(=O)(=O)N(C)C	.	-2	18	-1	2.8	.	.	.	.	.
CCN(c1ccc(NC(=O)c2ccc(N3CCCC3=O)cc2)cc1)C(C)C	-4	4	7	-4	0.0	111	1	-2.4	12	-8
COc1cccc(C(=O)Nc2nc3ccccc3s2)c1	26	3	18	-6	-0.8	113	-4	-0.3	2	7
CCc1c(C)nc(SCC(=O)N2C(C)CCCC2C)[nH]c1=O (centres undefined)	.	-1	5	4	-1.4	97	.	.	.	.
O=C1CN2NC(=S)N(c3ccc(Cl)cc3)C2=CN1c1ccc(Cl)cc1	0	2	-16	5	0.1	99	3	-2.2	12	-1
Nc1nc(SCC(=O)c2c(N)n(Cc3ccccc3)c(=O)[nH]c2=O)n[nH]1	-2	-7	-3	0	-1.1	93	-9	-3.6	19	2
CN(c1ccccc1)S(=O)(=O)c1cccc(NC(=O)C2=NNC(=O)CC2)c1	-5	-2	14	-4	0.1	5.4*	2	-1.8	10	-1
COC(=O)c1c(C(=O)OC)c(-c2ccccc2)n2c1CCC2	0	-1	4	-3	-0.8	99	5	-1.6	9	1
COc1ccc(/C=N/NC(=O)c2c(Br)cnn2C)c2ccccc12	0	-1	-8	-3	-0.9	.	-4	1.2	-7	3
Cc1cc(C(F)(F)F)nn1-c1nc(-c2ccco2)cc(C(F)(F)F)n1	.	1	1	-3	1.3	105	-3	1.5	-8	4
CCOc1cc(Br)c(CN2C(=O)NC3(CCCCCC3)C2=O)cc1OCC	-2	-1	14	2	-0.2	.	-27	2.1	-13	-7
CC(NC(=O)Cn1cccc1C(=O)c1ccccc1)c1ccc2c(c1)OCCO2 (centres undefined)	-1	-2	-2	-2	0.4	95	-17	0.4	-2	7
O=C(O)/C=C/C(=O)NNc1ccc([N+](=O)[O-])cc1	0	0	0	-5	2.4	103	2	-3.0	15	-3
Fc1ccc(NC(=S)NCCN2CCOCC2)cc1	1	2	-4	-2	0.2	104	0	-0.9	5	-4
O=C(CCCO)NNc1c2ccccc2nc2ccccc12	3	2	-1	1	18	106	-9	-2.0	10	3
COc1ccc(/C=C/C(=O)Nc2cc(C(F)(F)F)ccc2Cl)cc1OC	-3	2	8	-3	1.9	84	-3	-1.4	7	-13

Single records (already shown). Screens in order: Wnt bcat act | V-ATPase pHluor | Arr AP2 block | Keap1-Nrf2 PPI | LANA DNA inh | DSG3 Ab inh | Cardiac RTF inh | OPRM1-OPRD1 ag | MOR-DOR inv ag | cardiac RTF act
Record of Cc1cccc(C(=O)Nc2cccc(C(=O)N/N=C/c3ccccn3)c2)c1 = -1 | -1 | -14 | -2 | 1.5 | 87 | -10 | -3.7 | 17 | -3
Record of CCC(C)NS(=O)(=O)c1ccc(NS(C)(=O)=O)cc1 (centres undefined) = . | -4 | 10 | -1 | -1.7 | 109 | 3 | -3.1 | 13 | -1
Record of COc1ccc(-c2c(C(C)=O)c(C)n(C)c2C)cc1 = 0 | 0 | -3 | -3 | -1.1 | 109 | 5 | -1.8 | 9 | -3

Next section
SMILES	Wnt bcat act	V-ATPase pHluor	Arr AP2 block	Keap1-Nrf2 PPI	LANA DNA inh	DSG3 Ab inh	Cardiac RTF inh	OPRM1-OPRD1 ag	MOR-DOR inv ag	cardiac RTF act
CCC/C(=N\NC(=O)CNC(=O)/C=C/c1ccco1)c1ccccc1	.	-5	35	-4	-0.1	98	0	-0.6	3	-7
N#Cc1ccc(C(=O)NC23CC4CC(CC(C4)C2)C3)cc1	-1	0	-3	-1	-0.6	95	2	-0.8	4	3
O=C(CSc1nnnn1-c1ccccc1)c1ccc(O)cc1O	2	-3	1	5	-2.5	100	-8	-3.3	17	3
Cc1ccc(NC(=S)Nc2ccc(S(=O)(=O)Nc3ncccn3)cc2)c(C)c1	1	0	-9	-4	-1.5	103	3	-4.1	21	-2
Cc1cccc(NC(=O)CSCC(=O)N(C)CCOc2ccc(Cl)cc2)c1	5	0	14	-1	0.4	124	-2	0.3	-2	3
O=C(NC1CCCCC1)C1CCN(S(=O)(=O)c2cccc3nonc23)CC1	-2	-5	20	-2	-0.6	.	-16	0.0	0	-6
CC1(c2nnc(-c3cccc(Cl)c3)o2)CC(c2cccnc2)=NO1 (centres undefined)	1	0	14	-2	0.7	103	-12	-2.0	12	-1
Cc1ccc(NC(=S)NNC(=S)Nc2cccc(C(F)(F)F)c2)cc1	40*	7	17	-5	-0.4	99	-2	1.0	-5	-5
O=C(CC(c1ccccc1)c1cc(Br)ccc1O)NCc1ccco1 (centres undefined)	.	4	4	-3	-0.5	110	-7	-0.9	4	2

From PubChem
